SUMO1-SIM PPI: modulators of human SUMO1-mediated protein-protein interactions. P63165. SUMO1 binding to a labelled peptide, TR-FRET, 1 h. inhibition, % at 20 µM. 360,000 tested, 0.33% active. AID 602429; in the data active = inhibition above about 37%
STEP block: inhibitors of human striatal-enriched phosphatase STEP. inhibition, % at 20 µM. 360,000 tested, 0.25% active. AID 588621. P54829. recombinant STEP, OMFP fluorogenic substrate, fluorescence;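 active = inhibition at 20 µM, scaled per plate between control wells, above about 37%, limit read from the data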;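 note: 0% = DMSO with enzyme and substrate and 100% = substrate only without enzyme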
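Assay system: isolated STEP enzyme. Buffer or medium: pH 6.0 Bis-Tris with DTT and Tween 20. Also added: fluorogenic phosphatase substrate OMFP at 25 µM final. Dosing: 20 µM, 1% DMSO. Timing: 20 min reaction, room temperature, in the dark. Measured by: fluorescence intensity, excitation 480 nm, emission 540 nm. Evaluation: normalized % inhibition.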
SKN-1 block: inhibitors of C. elegans SKN-1; C. elegans VP596 Pgst-4::GFP/RFP ratio, acrylamide-induced, 24 h; inhibition, % at 21.8 µM; 360,000 tested, 0.49% active; AID 624304;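 active = interference check ratio from 0.5 to 1.5 plus GFP to RFP signal ratio inhibition reaching or exceeding a fixed threshold, cut at about 30% in these data, passing the limit was not always enough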; note: some compounds called inactive have numbers as strong as hits
NadD block: inhibitors of Staphylococcus aureus NadD; AID 602399; inhibition, % at 20 µM; 360,000 tested, 0.78% active; purified NadD enzyme, colorimetric absorbance read-out; in the data active = inhibition above about 26%; note: some compounds past the cut are filed as inactive
Rpn11 block: inhibitors of human proteasome Rpn11; human 26S proteasome, Ub4-pepOG fluorescence polarization; 20S core pre-blocked with epoxomicin; O00487; 360,000 tested, 0.59% active; AID 588493; calls only at 20 µM;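 active = inhibition at 20 µM, scaled to each plate's controls, above about 33%, limit read from the data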
Scp-1 inhibitor: Scp-1 (human) phosphatase inhibition; Q9GZU7; Recombinant Scp1, phosphopeptide, malachite green phosphate absorbance; inhibition, % at 20 µM; 340,000 tested, 0.88% active;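 active = inhibition above about 50% at 20 µM, limit read from the data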;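 note: plate controls were DMSO wells with enzyme for no effect and wells lacking enzyme for full effect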
Target sequence (Q9GZU7 76-261 limits assumed): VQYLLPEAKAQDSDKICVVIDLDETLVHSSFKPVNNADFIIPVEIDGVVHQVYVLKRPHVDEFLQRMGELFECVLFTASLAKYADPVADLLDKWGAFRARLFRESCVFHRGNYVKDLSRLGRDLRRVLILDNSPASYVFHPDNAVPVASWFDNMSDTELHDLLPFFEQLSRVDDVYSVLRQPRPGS
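Test system – truncated SCP-1 phosphatase (76-261aa) · Reagent – Phosphorylated 17-residue peptide substrate · Incubation – 45 min room-temperature reaction, 5 min colour, 30 min stabiliser · Detection – colorimetric phosphate reagent with accelerator and stabiliser, absorbance at 630 nm · Measure – % inhibition at 20 µM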
MT1-MMP act inh: inhibitors of human MT1-MMP activation; P50281; HT1080 RFP-PRO-GFP cells, GFP/RFP ratio fluorescence, overnight; percent of plate control window, DMSO zero; GFP/RFP ratio change, % at 20 µM; 360,000 tested, 0.061% active; AID 651647;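 active = GFP/RFP ratio change of at least 30% with cell ATP level not reduced by more than half and red fluorescence within 50% of control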; note: strong numbers were not always called active
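Assay system: HT1080 RFP-PRO-GFP cells. Benchmarks: DMSO vehicle wells and RFP-L50D-GFP reporter cell wells. Times: overnight cell settling, then overnight compound exposure, 37 °C, 5% CO2. Compound: 20 µM single dose, 1% DMSO. Read-out basis: GFP/RFP fluorescence ratio.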
DNMT1 inh: DNMT1 (human) enzyme inhibition | P26358 | DNMT1 molecular beacon, Hinp1I cleavage, fluorescence | inhibition (reported as % activation of signal), % at 10 µM | 360,000 tested, 0.83% active | AID 588458; in the data active = inhibition above about 50%
CendR NRP1 mod: alters CendR peptide binding to human NRP-1 | O14786 | FAM-RPARPAR peptide binding to NRP-1, fluorescence polarization | inhibition, % at 25 µM | 360,000 tested, 0.85% active | AID 602438;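 active = inhibition or corrected inhibition above about 18%, plus a signal ratio from 0.5 to 1.5, limit read from the data, passing the limit was not always enough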; note: strong numbers were not always called active
Target sequence (O14786 whole entry, looked up): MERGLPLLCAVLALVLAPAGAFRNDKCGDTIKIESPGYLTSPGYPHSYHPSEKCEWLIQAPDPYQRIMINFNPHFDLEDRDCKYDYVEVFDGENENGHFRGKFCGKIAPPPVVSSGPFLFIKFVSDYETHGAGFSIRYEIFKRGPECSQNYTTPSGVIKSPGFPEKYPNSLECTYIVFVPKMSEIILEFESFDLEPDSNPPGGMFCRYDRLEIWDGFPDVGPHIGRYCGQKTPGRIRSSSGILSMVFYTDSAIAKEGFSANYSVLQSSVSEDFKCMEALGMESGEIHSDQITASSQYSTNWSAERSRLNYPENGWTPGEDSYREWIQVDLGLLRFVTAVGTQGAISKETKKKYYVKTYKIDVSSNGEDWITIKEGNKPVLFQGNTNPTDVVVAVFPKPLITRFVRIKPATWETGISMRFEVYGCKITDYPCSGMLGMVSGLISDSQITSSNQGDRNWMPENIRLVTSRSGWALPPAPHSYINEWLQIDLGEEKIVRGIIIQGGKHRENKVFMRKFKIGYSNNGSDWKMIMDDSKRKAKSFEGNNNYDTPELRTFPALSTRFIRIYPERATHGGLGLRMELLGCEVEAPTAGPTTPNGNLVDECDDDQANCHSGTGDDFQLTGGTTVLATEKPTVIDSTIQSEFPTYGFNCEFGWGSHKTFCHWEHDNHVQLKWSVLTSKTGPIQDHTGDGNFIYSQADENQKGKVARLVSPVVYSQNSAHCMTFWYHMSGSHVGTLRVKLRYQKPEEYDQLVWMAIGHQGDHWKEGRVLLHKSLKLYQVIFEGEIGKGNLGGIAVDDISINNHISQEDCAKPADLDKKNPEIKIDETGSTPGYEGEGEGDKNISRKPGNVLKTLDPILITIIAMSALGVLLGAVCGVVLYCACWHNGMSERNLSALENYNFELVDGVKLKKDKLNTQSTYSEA
LMPTP inh: LMPTP (human) inhibition | P24666 | recombinant LMPTP-A, OMFP fluorogenic substrate, fluorescence intensity | inhibition, % at 20 µM | 360,000 tested, 0.22% active | AID 651560;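 active = compounds that cut the enzyme signal by at least half of the control window in the single-dose screen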;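 note: plate controls were DMSO wells with enzyme plus substrate for no effect and substrate without enzyme for full effect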
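Test system: LMPTP-A phosphatase enzyme. Amount: LMPTP-A at 0.625 nM final in the reaction. Reagent: OMFP substrate, 400 µM final. Times: 50 min at room temperature. Signal: endpoint fluorescence intensity from OMFP dephosphorylation. Read-out basis: % inhibition. Benchmarks: no-enzyme and uninhibited controls.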
Active calls of the source: *; i = inactive; / = no result given.

Below each SMILES: Rpn11 block | SUMO1-SIM PPI | LMPTP inh | NadD block | CendR NRP1 mod | Scp-1 inhibitor | SKN-1 block | STEP block | DNMT1 inh | MT1-MMP act inh
- CCOC(=O)c1c(NC(=O)C2C3CCC(O3)C2C(=O)O)sc(C)c1-c1ccc(C)cc1 (stereo not drawn)
  i | 3 | -1.7 | 9 | 12 | -2 | -9 | 7 | 1 | -1
- O=C(CSc1ncnc2sccc12)Nc1ccccc1
  i | -1 | 0.8 | 1 | -5 | 0 | 8 | 1 | -3 | -7
- COc1ccc(N2CCN(c3c(S(=O)(=O)c4ccccc4)cnc4ccc(OC)cc34)CC2)cc1
  i | -3 | 4.8 | 11 | -9 | -3 | 10 | 2 | -3 | -6
- COc1ccc(NC(=S)NC(=O)C2CCC2)cc1
  i | 2 | 0.3 | -13 | 9 | -2 | 9 | 4 | 2 | -1
- CC1(C)CC=C(NNC(=O)c2cccnc2)C(=O)C1
  i | 0 | -1.2 | -10 | -1 | -1 | 7 | -1 | -4 | -3
- CC(NC(=O)C1CCC(C(=O)NC(C)c2ccccc2)CC1)c1ccccc1 (stereo not drawn)
  i | -1 | -2.2 | -1 | 2 | -2 | -14 | -1 | 4 | 10
- CN1CCN(NC(=O)c2cn(-c3ccccc3)nc2-c2ccc(OC(F)F)cc2)CC1
  i | -1 | -6.4 | -13 | 7 | -6 | -4 | 0 | -2 | -1
- O=C(COc1ccccc1)N(CCc1ccccc1)c1nc(-c2ccc(F)cc2)cs1
  i | 2 | 3.7 | 6 | -2 | -28 | 11 | 9 | 3 | -4
- COc1ccc(-c2cc([C@H]3[C@H]4C=CC[C@@H](C)[C@@H]4C(=O)N3Cc3ccccc3)ccc2F)cc1OC
  i | 0 | 6.0 | -3 | -1 | -2 | 4 | 4 | -4 | -9
- Cc1cccc(N2C(=O)C(Oc3ccc(Cl)cc3Cl)C2C=O)c1C (stereo not drawn)
  i | 0 | -0.2 | 6 | -8 | -8 | -12 | 1 | 10 | -5

Next section, starting with the last three of the part before.
Below each SMILES: Rpn11 block | SUMO1-SIM PPI | LMPTP inh | NadD block | CendR NRP1 mod | Scp-1 inhibitor | SKN-1 block | STEP block | DNMT1 inh | MT1-MMP act inh
- O=C(COc1ccccc1)N(CCc1ccccc1)c1nc(-c2ccc(F)cc2)cs1
  i | 2 | 3.7 | 6 | -2 | -28 | 11 | 9 | 3 | -4
- COc1ccc(-c2cc([C@H]3[C@H]4C=CC[C@@H](C)[C@@H]4C(=O)N3Cc3ccccc3)ccc2F)cc1OC
  i | 0 | 6.0 | -3 | -1 | -2 | 4 | 4 | -4 | -9
- Cc1cccc(N2C(=O)C(Oc3ccc(Cl)cc3Cl)C2C=O)c1C (stereo not drawn)
  i | 0 | -0.2 | 6 | -8 | -8 | -12 | 1 | 10 | -5
- CC(=O)Nc1ccc(S(=O)(=O)N2CCC(C(=O)NCCc3ccc(Cl)cc3)CC2)cc1
  i | -2 | 0.1 | -8 | -7 | -9 | 2 | 2 | 1 | -1
- Nc1nc(CN2CCN(c3ccccc3F)CC2)nc(N2CCCc3ccccc32)n1
  i | -1 | -1.4 | -2 | 1 | -1 | -2 | 0 | -5 | -1
- COc1ccc(CNC(=O)CCCC(=O)n2nc(C)c3ccccc32)cc1
  i | -3 | 0.4 | -7 | 10 | -2 | -14 | 4 | -3 | 3
- C=CCN1C(=O)C(CC(=O)Nc2ccc(OC)cc2)N(Cc2ccco2)C1=S (stereo not drawn)
  i | 1 | 0.0 | -10 | -1 | -13 | -4 | -3 | -9 | -4
- CCCCc1c(-c2ccccc2OC)ncn1CCc1ccccc1Cl
  / | 8 | 0.6 | 4 | -8 | / | 26 | / | / | /
- CCCCn1c(N)c(N(CCOC)C(=O)C2CC(=O)N(Cc3ccc(C)cc3)C2)c(=O)[nH]c1=O (stereo not drawn)
  i | -5 | -0.2 | 0 | 2 | 0 | 1 | 0 | 0 | -1
- CC(C)(C)c1ccc(C(O)CCCN2CCC(C(O)(c3ccccc3)c3ccccc3)CC2)cc1 (stereo not drawn)
  i | -9 | -2.1 | 6 | -4 | 1 | -19 | 2 | -11 | -5
- O=C(O)c1cccc(NC(=O)c2cc(S(=O)(=O)N3CCOCC3)cs2)c1
  i | 4 | -1.2 | 6 | 0 | 5 | 5 | -2 | 2 | -3
- Cc1cc(C(=O)NC(C)Cc2ccccc2)cc(C)c1[N+](=O)[O-] (stereo not drawn)
  i | -1 | 4.8 | -6 | -14 | -9 | 3 | 2 | 5 | 0
- COc1ccccc1N1CCN(CCC(=O)Nc2ccc(F)cc2)CC1
  i | 3 | -0.8 | -3 | -5 | -2 | -6 | -1 | 1 | 2
- CCN(CC)c1ccc(/C=C(/C#N)C(=O)NC(C)C)o1
  / | -43 | 9.5 | 6 | -38 | -2 | 12 | -1 | 9 | -111
- COc1cccc(NC(=S)N2c3ccccc3CC2C)c1 (stereo not drawn)
  i | -2 | 1.1 | -3 | 7 | -7 | -8 | 3 | -6 | -4
- CC(=O)Nc1ccc(C(=O)N2CCCC2)cc1
  i | -1 | -1.7 | 3 | 8 | -3 | 11 | 1 | 2 | -5
- COc1ccc([C@H]2CC(=O)C[C@@H](CCn3cc(CC4CCCC4)nn3)O2)cc1
  / | 3 | -0.4 | -4 | 6 | / | -4 | / | / | 1
- O=C(/C=C/c1ccc2c(c1)OCO2)c1ccco1
  i | -12 | 0.2 | -3 | -9 | 17 | -6 | 4 | 42 | 0
- Cc1cccc2cc(CN(Cc3cccs3)S(=O)(=O)c3ccc4c(c3)OCCO4)c(=O)[nH]c12
  i | -2 | 0.4 | -6 | -11 | -10 | 10 | 1 | -9 | -2
- COCCNC(=O)c1cc2c(c(-c3cccc(-c4cc5ccccc5o4)c3)n1)[C@@H](CCO)N(S(=O)C(C)(C)C)C2 (stereo partly drawn)
  i | 1 | 0.3 | -4 | -32 | / | 9 | 2 | -44 | 0
- Cc1ccc(OCC(=O)OCC(=O)NC2CC2)cc1C
  i | 3 | 0.0 | -2 | 9 | -8 | 10 | 1 | 0 | 0
- Cc1cc(C)n2nc(SC(C)C(=O)Nc3ccc(Cl)cn3)nc2n1 (stereo not drawn)
  i | 2 | 0.1 | -1 | 0 | -5 | -4 | -3 | 0 | 4
- CC(NC(c1ccccc1)c1ccccc1)C(=O)N1CCCc2ccccc21 (stereo not drawn)
  i | 0 | 2.0 | 3 | 4 | 12 | -5 | 2 | 3 | -10
- CC(C)Cc1nnc(NC(=O)CC(=O)Nc2ccccc2C(=O)O)s1
  i | 7 | 0.0 | -3 | -5 | 4 | 4 | 0 | -1 | -1
- O=C(O)c1ccc2c(c1)C(=O)N(c1ccc(Nc3ccccc3)cc1)C2=O
  i | -18 | 1.5 | -5 | 8 | -17 | -5 | -3 | -2 | 1
- Cn1c(N)c(C(=O)COC(=O)c2ccc(C(F)(F)F)cc2)c(=O)n(C)c1=O
  i | 3 | 0.1 | 3 | -2 | -11 | 16 | 4 | 3 | 7
- CCOC(=O)c1cc(-c2ccccc2)sc1NC(=O)CSc1nnnn1C
  i | -3 | 3.9 | -2 | 6 | -6 | 12 | 0 | -7 | -6
- Cc1noc(C)c1S(=O)(=O)N(CC(=O)NC1CCC(C)CC1)c1ccc(C(C)C)cc1 (stereo not drawn)
  i | -5 | 0.5 | -4 | 9 | 2 | -4 | -1 | 2 | -4
- CCC(=O)NN1CCc2cc3ccc(C)cc3nc21
  i | -5 | -0.9 | -3 | -4 | -9 | 6 | 0 | 0 | 8
- COc1ccc(C(=O)NCCC(=O)NCc2cc(=O)n(C)c(=O)n2C)cc1
  i | 3 | -2.2 | 0 | 10 | -2 | 10 | 1 | -1 | -1
- CC1(c2ccccc2)NC(=O)N(CC(=O)Nc2ccccc2N2CCCCC2)C1=O (stereo not drawn)
  i | 5 | 1.0 | -2 | 0 | -3 | 12 | 6 | -1 | 2
- O=C(NC(Cc1ccccc1)C(=O)O)/C(=C\c1ccco1)NC(=O)c1ccccc1Br (stereo not drawn)
  i | -1 | 1.0 | -1 | -3 | -5 | 10 | 12 | 13 | 1
- O=C1c2ccccc2C(O)N1Cc1ccccc1Cl (stereo not drawn)
  i | -4 | -0.7 | -1 | 4 | -5 | 8 | -5 | 2 | 3
- CC(=O)NC(CC(=O)OC(C)C(=O)Nc1ccc(Cl)cn1)c1ccccc1 (stereo not drawn)
  i | 5 | 0.0 | 2 | 0 | -4 | 9 | 0 | 0 | -5
- CN(C(=O)c1cccc(Cl)c1)C1CCCN(Cc2ccccc2F)C1 (stereo not drawn)
  i | -5 | -0.9 | -5 | 3 | -11 | 8 | 9 | -5 | 1
- Cc1ccc(S(=O)(=O)Cn2nnnc2C(CC(C)C)N2CCN(C)CC2)cc1 (stereo not drawn)
  i | 2 | -0.9 | -2 | 14 | -3 | 3 | -15 | 6 | 1
- Cc1cnc(=O)[nH]c1SCc1cccc([N+](=O)[O-])c1
  i | -24 | 0.5 | -1 | 5 | 0 | -5 | 1 | 0 | 2
- O=C(/C=C/c1ccc([N+](=O)[O-])cc1)NCc1cccs1
  i | -20 | -0.6 | 0 | 0 | 3 | -4 | 0 | 1 | 2
- Cc1ccc(Cn2c(Sc3ncccn3)nc3c2c(=O)[nH]c(=O)n3C)cc1
  i | -3 | -2.3 | 2 | 7 | -5 | -16 | 2 | 3 | 5
- CS(=O)(=O)N1CCCC(c2nc(-c3ccc(S(=O)(=O)NCc4ccccc4)cc3)no2)C1 (stereo not drawn)
  i | -1 | -0.8 | -2 | -7 | -4 | -1 | 0 | -1 | -6
- CC(Oc1ccc(C(=O)NC2CCCCC2)cc1)C(=O)O (stereo not drawn)
  i | 3 | -2.3 | -1 | 13 | -1 | 6 | -2 | 2 | -4
- CC1CC(NNC(=O)c2ccccc2)=Nc2ccccc2N1C (stereo not drawn)
  i | 3 | -1.8 | 2 | 1 | -14 | 3 | -12 | 9 | 3
- O=C(COC(=O)CN1C(=O)C2CCCCC2C1=O)Nc1c(Cl)cccc1Cl (stereo not drawn)
  i | 4 | -0.6 | 1 | 5 | -6 | 8 | -4 | -1 | 1
- Cc1cc(-c2csc(N)n2)c(C)n1C
  i | 10 | 47 | 75* | 10 | 7 | 15 | -1 | -21 | -1
- CC(NC(=O)c1ccc2c(c1)OCO2)c1cccc(C(F)(F)F)c1 (stereo not drawn)
  i | -1 | -0.5 | 1 | 11 | -7 | 11 | -3 | 1 | 2
- COc1ccc(N2CCN(C(=O)[C@H](Cc3c[nH]c4ccccc34)NC(C)=O)CC2)cc1
  i | 13 | 1.1 | -1 | 0 | -6 | 7 | 0 | -1 | -5

Compound activity from PubChem BioAssay.

Outcome played no part in choosing rows; any-hit rate near 3.9%.
